CHRM1 PAM: potentiates human M1 receptor response to acetylcholine; P11229; CHO-K1 hM1, Fluo-8 calcium fluorescence, ACh EC20; 0% = ACh EC20, 100% = maximal ACh; activation, % at 3 µM; actives 0.088% (n = 360,000); in the data active = activation above about 19%, passing the limit was not always enough
Target sequence (P11229 whole entry, looked up): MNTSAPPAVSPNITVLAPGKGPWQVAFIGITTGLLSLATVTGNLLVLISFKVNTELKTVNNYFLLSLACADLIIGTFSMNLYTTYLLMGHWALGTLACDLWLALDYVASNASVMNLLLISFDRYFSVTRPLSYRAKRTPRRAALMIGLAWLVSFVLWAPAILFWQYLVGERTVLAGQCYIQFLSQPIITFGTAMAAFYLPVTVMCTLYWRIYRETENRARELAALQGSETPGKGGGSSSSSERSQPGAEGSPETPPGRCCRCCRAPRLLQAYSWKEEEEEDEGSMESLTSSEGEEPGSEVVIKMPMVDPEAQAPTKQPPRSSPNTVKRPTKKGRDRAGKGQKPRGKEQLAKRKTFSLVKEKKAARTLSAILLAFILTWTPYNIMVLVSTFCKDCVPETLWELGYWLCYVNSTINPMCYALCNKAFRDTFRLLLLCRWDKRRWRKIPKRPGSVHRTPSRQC
TAAR1 agonist: human TAAR1 agonism; Q96RJ0; CHO RD-HGA16 TAAR1, Fluo-8 calcium fluorescence; vehicle wells 0%, saturating PEA agonist 100%; activation, % at 3 µM; actives 0.99% (n = 360,000); AID 624467;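 active = activation above the mean activation of all test compounds in the run plus 3 SD, cut at about 38% in these data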
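Assay system: CHO-derived RD-HGA16 cells with stable Gα16 and human TAAR1; timing: 17-24 h seeding, 75 min 37 °C dye, 30 min RT; read-out: % activation from peak over basal fluorescence ratio, DMSO-to-PEA scaled; measured by: kinetic Fluo-8 calcium fluorescence; benchmarks: low control DMSO, high control PEA (EC100); doses: 3 µM single concentration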
M1 antag: antagonists of human M1 muscarinic receptor; actives 1.3% (n = 360,000); inhibition, % at 3 µM; AID 588852; P11229; CHO-K1 hM1, Fluo-8 calcium fluorescence, ACh EC80 antagonist;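 active = percent inhibition above its own plate's cutoff, namely the mean of that plate's compound wells plus 3 SD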;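 also: peak over basal fluorescence ratio during 140 s after agonist addition; 0% = ACh EC80 plus DMSO and 100% = DMSO alone without agonist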
OXTR ag: human OXTR agonism. P30559. CHO-OTR cells, Fluo-8 calcium fluorescence; normalized: DMSO 0%, oxytocin 100%. activation, % at 3 µM. actives 0.32% (n = 320,000). AID 2435;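 active = activation above the mean of all tested compounds plus 3 SD, cutoff set per screening run, cut at about 20% in these data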;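 also: peak over basal fluorescence ratio from a 100 s FLIPR kinetic read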
TAAR1 antagonist: human TAAR1 antagonism. CHO RD-HGA16 TAAR1, Fluo-8 calcium fluorescence, antagonist. actives 1.5% (n = 360,000). inhibition, % at 3 µM. AID 624466;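 active = inhibition above a per-plate cutoff, the mean inhibition of test compounds on that plate plus 3 SD, cut at about 49% in these data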;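 also: 0% = DMSO plus EC80 beta-PEA response and 100% = DMSO alone without agonist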
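Test system: RD-HGA16 CHO cells with stable hTAAR1 and Gα16 / Probe or stimulus: EC80 β-phenethylamine stimulus / Times: seeding 17-24 h prior, 75-min 37 °C, 30-min RT dye loading / Detection: Fluo-8 calcium-sensitive fluorescence / Read-out basis: % inhibition scaled between DMSO and EC80 PEA controls / Repeats: singlicate, one well per test compound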
CHO parental Ca: counter-screen for OX1R antagonists: effect in parental CHO cells; parental CHO-K1, ATP-induced calcium, Fluo-8 fluorescence; inhibition, % at 5.6 µM; actives 0.63% (n = 330,000); AID 463079;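 active = inhibition above that plate's mean sample inhibition plus 3 SD, cut at about 26% in these data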;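 also: 0% = ATP-challenged DMSO wells and 100% = DMSO wells without ATP; some compounds past the cut are filed as inactive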
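Material: parental CHO cells / Compound: single nominal dose of 5.6 µM per compound / Signal: Fluo-8 fluorescence / Replicates: singlicate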
OXTR potentiate: potentiates the human oxytocin receptor response; actives 0.061% (n = 320,000); activation, % at 3 µM; P30559; CHO-OTR cells, Fluo-8 calcium fluorescence, potentiator mode; 0% = oxytocin EC15, 100% = EC100; AID 2445;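 active = activation above that plate's cutoff, the mean activation of tested compounds plus 3 SD, cut at about 6.6% in these data, passing the limit was not always enough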;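 also: 100% uses oxytocin at 75 nM as the full agonist control; some results filed as inactive read as strong as hits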
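Assay system: CHO cell line stably expressing human OTR. Reagent: EC15 oxytocin agonist. Dosing: single dose, 3.0 µM nominal final compound concentration. Timing: compound 6 min at room temperature before oxytocin, 100 s read. Signal: kinetic Fluo-8 calcium fluorescence. Controls: oxytocin EC15 low and EC100 high.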
V1R ag counter: counter-screen for oxytocin receptor agonists: human V1a receptor agonists; actives 0.25% (n = 320,000); AID 2797; activation, % at 3 µM; CHO-V1R cells, Fluo-8 calcium fluorescence, agonist mode; 0% DMSO, 100% 3 nM vasopressin; P37288;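 active = activation above the mean activation of all tested compounds plus 3 SD, per screening run, cut at about 20% in these data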;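 also: signal is peak over basal fluorescence ratio across a 100 second FLIPR read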
Target sequence (P37288 whole entry, looked up): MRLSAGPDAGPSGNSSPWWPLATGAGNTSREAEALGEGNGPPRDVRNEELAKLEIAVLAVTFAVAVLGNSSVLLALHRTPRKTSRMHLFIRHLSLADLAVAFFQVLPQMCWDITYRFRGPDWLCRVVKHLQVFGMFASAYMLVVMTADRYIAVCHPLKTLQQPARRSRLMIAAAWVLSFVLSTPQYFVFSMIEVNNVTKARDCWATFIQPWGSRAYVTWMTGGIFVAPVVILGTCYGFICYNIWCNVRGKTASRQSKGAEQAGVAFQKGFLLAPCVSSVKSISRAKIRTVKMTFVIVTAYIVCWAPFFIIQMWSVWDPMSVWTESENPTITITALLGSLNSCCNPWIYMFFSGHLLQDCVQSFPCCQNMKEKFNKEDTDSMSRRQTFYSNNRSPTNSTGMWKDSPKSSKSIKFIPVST
M1 ag: agonists of human M1 muscarinic receptor. CHO-K1 hM1, Fluo-8 calcium fluorescence, agonist mode; 0% DMSO, 100% acetylcholine EC100. activation, % at 3 µM. actives 0.33% (n = 360,000). AID 588814;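 active = activation above the run's mean compound activation plus 3 SD, cut at about 16% in these data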;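 also: peak over basal fluorescence ratio within a 140 s kinetic read after compound addition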
* hit, by the source's call; . = not tested or not shown.

Start of the listing, in advance (two entries):
SMILES | CHRM1 PAM | TAAR1 agonist | M1 antag | OXTR ag | TAAR1 antagonist | CHO parental Ca | OXTR potentiate | V1R ag counter | M1 ag
CCCc1nnc(SCC(=O)Nc2cccc(Cl)c2Cl)o1 | 6 | 0 | -4 | 1.7 | -4 | 6 | -5 | 0.1 | -5
CCCCN1CC[C@H]2C=CC[C@@H](C(=O)N3CCN(c4ccccc4)CC3)[C@H]2C1=O | 7 | 14 | -4 | -1.2 | 4 | -13 | -7 | 3.3 | -6

All compounds of this part (from the top)
SMILES | CHRM1 PAM | TAAR1 agonist | M1 antag | OXTR ag | TAAR1 antagonist | CHO parental Ca | OXTR potentiate | V1R ag counter | M1 ag
CCCc1nnc(SCC(=O)Nc2cccc(Cl)c2Cl)o1 | 6 | 0 | -4 | 1.7 | -4 | 6 | -5 | 0.1 | -5
CCCCN1CC[C@H]2C=CC[C@@H](C(=O)N3CCN(c4ccccc4)CC3)[C@H]2C1=O | 7 | 14 | -4 | -1.2 | 4 | -13 | -7 | 3.3 | -6
Cc1cc(OC(C)C(=O)NC2CC(C)(C)NC(C)(C)C2)c2c(C)c(C)c(=O)oc2c1 (configuration not stated) | 17 | 0 | -19 | . | 11 | . | . | . | 0
c1cc2c3c(cccc3c1)NC(c1ccc3c(c1)OCO3)N2 | -5 | -1 | 7 | -0.8 | -2 | 2 | -9 | 0.3 | -5
C[C@]12CC[C@@H]3c4ccc(O)cc4CC[C@H]3[C@@H]1CC[C@@H]2OC(=O)CCC1CCCC1 | 3 | 1 | -20 | 0.4 | -26 | -7 | -1 | 0.4 | -1
Cc1cc(CN2C(=O)c3ccccc3C2=O)cc(N2CCOCC2)c1 | 5 | -2 | -11 | -0.1 | 19 | -23 | 2 | -1.2 | -11
Cc1ccc(-c2ccc(C(=O)O)o2)cc1Cl | 3 | 0 | -2 | 0.1 | -13 | 3 | 0 | 2.0 | -2
COc1cc(=O)oc(-c2ccccc2)c1C(C)=O | -3 | 0 | 2 | 0.5 | 1 | 3 | -6 | 0.2 | 0
CCC1(c2ccc(F)cc2)NC(=O)N(CC(=O)N2CCc3ccccc32)C1=O (configuration not stated) | -7 | 68* | 9 | 29* | 24 | -8 | -15 | 27* | 24*
O=C(COC(=O)c1ccc(-c2ccc([N+](=O)[O-])cc2)o1)NC(=O)NC1CCCCC1 | -11 | -1 | 11 | -0.5 | 5 | -18 | -4 | 0.3 | -8
Cc1cccc(NC(=O)CCC(=O)N/N=C/c2cc([N+](=O)[O-])ccc2O)c1 | 6 | 2 | -10 | 0.1 | -21 | -13 | 3 | -0.9 | -4
CCCCn1c(=O)[nH]c(=O)c2c1nc(-c1ccc(OCCC)c(OCC)c1)n2CCOC | 10 | -1 | -12 | -0.2 | -14 | -11 | 6 | -1.7 | -4
O=S(=O)(Nc1ccc(Cc2ccncc2)cc1)c1ccc(Br)s1 | -22 | 22 | 7 | 6.0 | 20 | -18 | -23 | 11 | -6
Cc1ccc(-c2nc3ccccc3[nH]2)cc1N | -1 | 5 | 0 | -0.6 | 4 | -4 | 1 | 0.6 | -5
CCC(=O)Nc1nnc(SCC(=O)N2c3ccccc3CC2C)s1 (configuration not stated) | 13 | 1 | -20 | -0.8 | 1 | -22 | -13 | -0.5 | -3

Just TAAR1 antagonist (2 entries from above):
| Compound | TAAR1 antagonist |
| --- | --- |
| O=S(=O)(Nc1ccc(Cc2ccncc2)cc1)c1ccc(Br)s1 | 20 |
| CCC1(c2ccc(F)cc2)NC(=O)N(CC(=O)N2CCc3ccccc32)C1=O (configuration not stated) | 24 |

Further structures follow.
SMILES | CHRM1 PAM | TAAR1 agonist | M1 antag | OXTR ag | TAAR1 antagonist | CHO parental Ca | OXTR potentiate | V1R ag counter | M1 ag
CCc1nnc(N/N=C/c2c(C)[nH]c3ccccc23)n1N | 6 | 1 | -5 | 0.5 | -10 | 12 | 0 | -0.8 | -3
CC(C)CSc1nnc2c(n1)[nH]c1ccccc12 | -3 | -1 | 0 | 0.7 | -16 | -4 | 1 | 0.2 | -6
CCc1ccc(N(C2C=CS(=O)(=O)C2)S(=O)(=O)c2ccccc2)cc1 (configuration not stated) | 12 | 0 | -15 | -1.6 | 1 | -21 | -5 | -0.9 | -7
O=C(COC(=O)CCc1ccccc1)NC12CC3CC(CC(C3)C1)C2 | -2 | 4 | 8 | -3.0 | 21 | -9 | -8 | -1.5 | -4
CCN(CC(=O)NCc1ccc(Cl)cc1)C(=O)CN1C(=O)NC(CC)(c2ccccc2)C1=O (configuration not stated) | 5 | 1 | -4 | -0.1 | 1 | -6 | -2 | 0.3 | -2
COc1ccc(C(=O)O)cc1S(=O)(=O)NC(C)C | 5 | 1 | -7 | 1.1 | -29 | -6 | -2 | 1.0 | 0
COc1ccc(C(=O)N2CCCCCC2)cc1S(=O)(=O)N1CCOCC1 | 17 | 5 | -20 | 1.6 | 3 | -4 | -4 | 1.1 | -1
Cc1ccc2nc(-c3ccccn3)c(Nc3ccccc3C)n2c1 | -2 | -1 | -4 | -0.1 | -22 | -26 | 1 | -1.7 | -6
O=C(C1CCC(=O)N(C2CCCC2)C1)N1CCC(Oc2ccccc2Cl)CC1 (configuration not stated) | -1 | 0 | 5 | 3.5 | -17 | -3 | -9 | 7.1 | -1
O=C(Nc1ccc2c(c1)oc1ccccc12)C1CC1 | 6 | 1 | -23 | -0.2 | 14 | 12 | -9 | 1.9 | -5
O=C1NC(c2ccc(O)cc2)Nc2ccccc21 (configuration not stated) | 6 | 2 | -14 | 1.9 | -10 | -6 | 4 | 1.5 | 6
O=C1c2ccccc2C(=O)N1CCCSc1nc2ccccc2o1 | -6 | 0 | 12 | -1.0 | 17 | -24 | -10 | -1.0 | -4
CC(C)(CNC(=O)c1ccc([N+](=O)[O-])c(Cl)c1)CNC(=O)c1ccc([N+](=O)[O-])c(Cl)c1 | -7 | 15 | 14 | 5.8 | 35 | 19 | -23 | 7.6 | 0
CC(Sc1nc2ccccc2c(=O)n1CC1CCCO1)C(=O)NC(C)c1ccccc1 (configuration not stated) | -5 | 3 | 12 | -1.9 | -8 | -19 | -11 | -1.1 | -3
CC(NC(=O)c1cc(=O)[nH]c2ccc(Br)cc12)c1ccccc1 (configuration not stated) | . | 8 | . | -1.5 | 1 | -4 | -6 | 0.3 | .
COc1ccccc1OCC(=O)NCC(C)NC(=O)COc1ccccc1OC (configuration not stated) | 4 | 3 | -4 | -1.1 | 3 | -11 | -8 | -0.5 | -3
N/C(=N\OC(=O)C1CCCCC1)c1cccc(Br)c1 | 10 | . | -22 | -0.3 | . | -8 | -4 | 2.4 | -3
Cc1[nH]n(-c2ccc([N+](=O)[O-])cc2)c(=O)c1C=NCCc1ccc(S(N)(=O)=O)cc1 | 12 | 1 | -6 | 0.6 | -4 | -6 | 4 | 1.1 | -4
C#CCOCCOCCOCCNc1nc(N2CCN(C(=O)[C@H](Cc3cc4ccccc4[nH]3)n3cc([C@@H](N)C(C)CC)nn3)CC2)nc(N2CCN(C(=O)[C@H](CCCCN)n3cc([C@@H](N)CC(C)C)nn3)CC2)n1 (some centres not stated) | . | . | . | 1.0 | . | -15 | -1 | 0.1 | .
Cc1ccc(NC(=O)CO/N=C/c2ccc(N(C)C)cc2)cc1 | 9 | 13 | -5 | 4.6 | 11 | 14 | -12 | 11 | -3
Cc1ccc(OCCC(=O)O)cc1 | 2 | 4 | -6 | 0.2 | -4 | 8 | -1 | 3.2 | 0
CCC(=O)Nc1nc2ccc(S(C)(=O)=O)cc2s1 | -4 | -1 | -4 | -0.2 | 8 | -4 | -2 | 0.8 | -2
Cc1ccc(S(=O)(=O)/N=C2/NC(=O)/C(=C\c3ccccc3)S2)cc1 | -2 | -2 | 0 | -1.1 | 15 | 10 | 0 | 0.4 | -6
Cc1cccc(-c2noc(CCCC(=O)Nc3cccnc3)n2)c1 | -6 | 12 | 4 | 3.5 | 2 | 4 | -5 | 6.6 | -1
CCN1CCN(S(=O)(=O)c2ccc(OC)c(NC(=O)c3ccccc3)c2)CC1 | 6 | 0 | -9 | -1.1 | -18 | -13 | -7 | 0.1 | -5
COc1ccccc1CNC(=O)CN1CCN(c2ccc(C(C)=O)cc2)CC1 | 19 | 0 | -10 | 0.5 | -8 | -6 | -4 | 1.3 | 0
COc1cc(C(=O)NCc2ccc(C)cc2)ccc1OCc1c(C)noc1C | 7 | 2 | -9 | -0.4 | -17 | -20 | -13 | 0.9 | -3
CC(C)OC(=O)CSc1nnc(CNc2nc(-c3ccccc3)cs2)n1C | -4 | 2 | 4 | -1.6 | 1 | -20 | -1 | 0.1 | -5
COc1ccc(Cc2nc3ccc(C(=O)NCC(C)(C)OC)cc3o2)cc1 | 16 | 1 | -18 | -1.0 | 2 | -1 | -4 | 1.4 | 1
Cc1ccc(CSc2nc3c(c(SCC(=O)O)n2)CCCC3)cc1 | 4 | 1 | 2 | -0.4 | -18 | -18 | -22 | 0.7 | -3
O=C(Nc1ccc(Br)cc1)c1cc([N+](=O)[O-])cc([N+](=O)[O-])c1 | 4 | 11 | -15 | 5.3 | 11 | 6 | -8 | 8.4 | 2
COc1cccc2cc(-c3nnc(-c4ccccc4)o3)c(=O)oc12 | 11 | 2 | -6 | -0.6 | -10 | -3 | -1 | -0.4 | -3
Cc1[nH]n(-c2ccccc2)c(=O)c1N=Nc1c(O)cc(S(=O)(=O)N(C)C)c2ccccc12 | -1 | 8 | 4 | 3.6 | 20 | 3 | -10 | 1.3 | -2
COc1cc2cc(CCOC(=O)c3ccco3)oc(=O)c2cc1OC | 11 | 7 | -14 | 0.1 | 2 | -10 | -2 | 1.0 | -3
COC(=O)c1oc2ccc(Br)cc2c1NC(=O)c1ccccc1 | 2 | 1 | -4 | -0.8 | 10 | 5 | -7 | -1.4 | -4
[O-][N+](=Cc1c(Cl)cccc1Cl)CC1(O)CCCCC1 | -6 | 1 | 7 | . | 1 | . | . | . | -2
COc1cc(C)nc(OCCNC(=O)COc2ccc(Cl)cc2Cl)n1 | 6 | 4 | -9 | 2.0 | 13 | -20 | -3 | 1.7 | -5
O=C(N/N=C/C=C/c1ccc([N+](=O)[O-])cc1)C1COc2ccccc2O1 (configuration not stated) | 4 | 2 | 0 | 2.9 | 8 | -5 | -14 | 2.3 | -7
COc1ccc(Cc2nc3ccc(C(=O)NC4CCOC4)cc3o2)cc1OC (configuration not stated) | -3 | 3 | -1 | . | -2 | . | . | . | 4

Screening results (PubChem BioAssay)
